Assay outcomes (PubChem BioAssay)
SR-BI HDL uptake = mouse SR-BI HDL lipid transfer inhibition; ldlA[mSR-BI] CHO cells, DiI-HDL uptake fluorescence, 3 h; inhibition, % at 12.5 µM; 320,000 compounds, 0.96% hits;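 active means mean replicate inhibition of at least 70% and a set share of replicates each scoring 70 or more; inconclusive means meets just one of the two criteria; inactive means fails both criteria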;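 further: 0% = median of neutral control wells and 100% = median of positive control wells; values of inactives mirror those of a sister screen read the other way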
Target sequence (Q61009 whole entry, looked up): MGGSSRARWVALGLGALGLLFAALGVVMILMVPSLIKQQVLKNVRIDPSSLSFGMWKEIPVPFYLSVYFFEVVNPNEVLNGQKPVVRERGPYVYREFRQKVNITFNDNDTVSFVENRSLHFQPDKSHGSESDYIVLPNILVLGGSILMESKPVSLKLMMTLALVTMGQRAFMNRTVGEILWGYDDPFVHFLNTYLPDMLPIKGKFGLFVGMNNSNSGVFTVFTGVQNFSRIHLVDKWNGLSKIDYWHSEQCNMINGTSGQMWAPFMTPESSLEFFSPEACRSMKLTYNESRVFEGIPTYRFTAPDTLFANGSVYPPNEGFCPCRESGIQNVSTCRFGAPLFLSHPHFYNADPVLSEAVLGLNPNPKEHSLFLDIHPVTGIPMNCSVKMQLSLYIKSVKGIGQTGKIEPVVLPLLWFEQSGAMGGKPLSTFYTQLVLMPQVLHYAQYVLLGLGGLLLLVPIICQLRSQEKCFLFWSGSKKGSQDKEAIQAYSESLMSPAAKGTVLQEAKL
MITF act = activators of MITF-driven TRPM1 promoter activity in SK-MEL-5 cells; SK-MEL-5 TRPM1-promoter luciferase, 24 h; % of positive control, neutral wells = 0; activation, % at 12.5 µM; 300,000 compounds, 0.75% hits;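 active means mean activation of at least 80% with every replicate also reaching 80%; inconclusive means mean reaches 80% but some replicate falls short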;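 further: 0% = neutral control wells and 100% = parthenolide positive control wells; values of inactives mirror those of a sister screen read the other way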
Rtt109 Vps75 = inhibitors of Candida albicans Rtt109/Vps75 histone acetyltransferase; inhibition, % at 34.9 µM; 330,000 compounds, 0.16% hits; purified Rtt109/Vps75, ThioGlo CoA-SH fluorescence, 4 h; Q5AAJ8;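 active means inhibition of at least 50% in every replicate; inconclusive means best replicate reaches 50% inhibition but some replicates fall short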
PvdQ acylase = blocks Pseudomonas aeruginosa PvdQ acylase activity; 340,000 compounds, 0.063% hits; AID 488965; inhibition, % at 10 µM; purified PvdQ acylase, fluorescence plate reader; in the data active means inhibition above about 30%, passing the limit was not always enough; inconclusive means no clear call, values can overlap the other calls;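 further: 0% = vehicle neutral wells and 100% = reference inhibitor wells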
dFosB activator = activators of mouse delta FosB homodimer; 340,000 compounds, 0.99% hits; purified delta FosB, TAMRA-CDK5 oligo fluorescence polarization; percent of positive-control signal above neutral wells; activation, % at 25 µM; AID 493131;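 active means mean activation above about 17%, with every replicate also reaching it, limit read from the data, passing the limit was not always enough; inconclusive means only one of the two conditions met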;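 further: fluorescence polarization rise as delta FosB binds a TAMRA Cdk5 AP-1 oligo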
Target sequence (P13346 whole entry, looked up): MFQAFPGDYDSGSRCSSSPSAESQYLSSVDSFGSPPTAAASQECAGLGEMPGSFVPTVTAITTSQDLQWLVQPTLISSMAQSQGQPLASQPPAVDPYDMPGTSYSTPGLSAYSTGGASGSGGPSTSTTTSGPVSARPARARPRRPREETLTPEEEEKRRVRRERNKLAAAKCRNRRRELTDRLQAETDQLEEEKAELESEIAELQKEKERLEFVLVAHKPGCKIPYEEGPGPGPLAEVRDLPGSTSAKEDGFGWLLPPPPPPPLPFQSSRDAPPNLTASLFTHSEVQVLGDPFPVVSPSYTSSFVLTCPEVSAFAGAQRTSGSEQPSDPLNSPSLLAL
NSD2 HMT inh = blocks human histone methyltransferase NSD2 | NSD2 peptide methylation, AlphaScreen, 120 min | inhibition, % at 12.5 µM | AID 743445 | O96028 | 310,000 compounds, 0.54% hits; in the data active means inhibition above about 50%
SR-BI DiI-HDL act = SR-BI HDL lipid transfer activation | CHO ldlA[mSR-BI] cells, DiI-HDL uptake fluorescence, 3 h; 100 = double the neutral-control signal | activation, % at 12.5 µM | 320,000 compounds, 0.096% hits | AID 504775;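 active means mean replicate activation of at least 60% and every replicate at or above 60%; inconclusive means mean or all-replicate condition met, but not both; inactive means mean below 60% and not all replicates reaching 60%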;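 further: 0% = median plate neutral-control signal and 100% = twice that signal; values of inactives mirror those of a sister screen read the other way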
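Test system: SR-BI-overexpressing, LDLR-lacking CHO cells. Measured by: DiI fluorescence, bottom read. Medium: Ham's F12 with 0.5% BSA, HEPES 25 mM, pH 7.4. Timing: 3 h uptake period with compound, 37 °C.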
PfHsp90 set2 = inhibits growth of yeast expressing Plasmodium falciparum Hsp90 | S. cerevisiae expressing PfHsp90, BacTiter-Glo ATP, 48 h; yeast lacking PDR1 and PDR3 efflux regulators | inhibition, % at 9.4 µM | 310,000 compounds, 0.32% hits | AID 504621;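 active means every replicate shows inhibition above about 80%, whatever the replicate mean, limit read from the data; inconclusive means mean inhibition reaches the set limit but some replicate falls short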;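 further: 0% = DMSO neutral controls and 100% = 20 µM radicicol positive controls; yeast relying on Plasmodium falciparum Hsp90 in place of its own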
CAL PDZ FP-1 = CAL PDZ (human) peptide binding inhibition; Q9HD26; purified CAL PDZ, TMR-peptide fluorescence polarization, 1 h; inhibition, % at 24.9 µM; 300,000 compounds, 0.92% hits; AID 602252;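 active means mean inhibition of at least 30% with at least half of replicates also reaching 30%; inconclusive means no clear call, values can overlap the other calls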;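 further: 0% = DMSO neutral control and 100% = excess unlabeled competitor peptide PRC23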
CAL PDZ FP-2 = inhibitors of human CAL PDZ peptide binding; Q9HD26; purified CAL PDZ, TMR-peptide fluorescence polarization, 1 h; inhibition, % at 20 µM; 330,000 compounds, 0.02% hits; AID 504414;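 active means highest replicate inhibition of at least 40%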;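 further: plate controls were DMSO neutral control wells for no effect and unlabeled competitor peptide control wells for full effect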
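Material – purified CerCALP PDZ construct · Detection – FP readout, S and P plane fluorescence · Measure – percent inhibition from loss of millipolarization · Controls – unlabelled peptide for full inhibition, DMSO wells as neutral · Probe or stimulus – TMR-labelled reporter peptide T*-PRC34 bound in PDZ groove · Times – 1 h at RT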
* hit, by the source's call; u = inconclusive; x = not tested or not shown.

SMILES | SR-BI HDL uptake | MITF act | Rtt109 Vps75 | PvdQ acylase | dFosB activator | NSD2 HMT inh | SR-BI DiI-HDL act | PfHsp90 set2 | CAL PDZ FP-1 | CAL PDZ FP-2
c1ccc2c(CNCCN3CCOCC3)cccc2c1 | -38 | 3 | 4 | 4 | -1 | 0 | 38 | 18 | x | 1.3
CCC(=O)c1c[nH]c(C(=O)N2CCOCC2)c1 | -6 | 0 | 0 | -3 | 3 | -2 | 6 | -6 | -9 | -0.3
CC1CCN(S(=O)(=O)c2nnc(NC(=O)c3cccc(Cl)c3)s2)CC1 | -12 | x | -6 | -10 | 6 | x | 12 | 23 | -3 | 0.4
O=C(NC(=S)Nc1ccc(N2CCOCC2)c(Cl)c1)c1cncc(Br)c1 | 23 | 16 | 2 | -4 | 1 | 3 | -23 | 20 | -2 | -0.5
FCCCOc1ccc(/C=N/OCc2ccc(Cl)cc2)cc1 | -7 | 35 | -1 | -17 | 1 | -2 | 7 | 14 | x | -0.7
Cc1cc(Cl)ccc1OC(C)C(=O)OCC(=O)Nc1ccc2[nH]c(=O)[nH]c2c1 (stereo unspecified) | -5 | 3 | 5 | -14 | -2 | -2 | 5 | -10 | 4 | 1.1
COC(=O)CC1SCCNC1=O (stereo unspecified) | -10 | -4 | -2 | -3 | 0 | 3 | 10 | x | -3 | -2.7
CN(C)C(CNC(=O)c1cccc(S(=O)(=O)NCc2ccccc2)c1)c1ccco1 (stereo unspecified) | -12 | -3 | 1 | -7 | 1 | 1 | 12 | x | -3 | -2.6
COC(=O)c1ccccc1NC(=O)Cc1ccccc1OC | 0 | x | 4 | -6 | -9 | -2 | 0 | 13 | 1 | -0.5
O=C(NCCc1ccccc1)c1ccc(CS(=O)(=O)c2ccc(Cl)cc2)o1 | x | 9 | 0 | -15 | -7 | -3 | x | -5 | -6 | -2.4
CCC1CC(=O)CCN1S(=O)(=O)c1ccc(C)cc1 (stereo unspecified) | -45 | 6 | -2 | -13 | -1 | x | 45 | -10 | -4 | 0.3
CCN(CC(=O)Nc1ccc(NC(C)=O)cc1)C(=O)CN1C(=O)C2CCCCC2C1=O (stereo unspecified) | -22 | 2 | u | 14 | -8 | 0 | 22 | -2 | 1 | 0.9
CC(=O)C1C(c2ccccc2OC(F)F)NC(=O)NC1(O)C(F)(F)F (stereo unspecified) | 18 | 0 | 2 | 2 | 4 | -2 | -18 | 5 | 3 | 0.7
CCS(=O)(=O)N1CCN(C(=O)c2cccnc2)CC1 | 3 | 1 | -6 | -13 | -2 | -1 | -3 | -33 | 4 | -3.4
Cc1cc2c(C)nc(N/N=C/c3ccc([N+](=O)[O-])cc3)nc2o1 | 13 | 16 | -8 | 4 | -2 | -2 | -13 | -17 | -3 | -0.2
Nc1cc([N+](=O)[O-])ccc1OCc1ccccc1 | 4 | 35 | -4 | 1 | -2 | 1 | -4 | 9 | 1 | -0.8
COc1ccc(NC(=S)NN2CCOCC2)cc1OC | -33 | 11 | -14 | -3 | -4 | -1 | 33 | -23 | -5 | -0.4
CCN(CC)c1ccc(NC(=S)NCC2CCCO2)cc1 (stereo unspecified) | 4 | -2 | -3 | -12 | -6 | 3 | -4 | 1 | x | -0.1
COCCN=C(NS(=O)(=O)c1cccs1)c1ccccc1Cl | -19 | -1 | 1 | -13 | -4 | 1 | 19 | -4 | -8 | 0.6
C[C@]12CC[C@@H]3c4cc(O)c(O)cc4CC[C@H]3[C@@H]1CC[C@@H]2O | -4 | 3 | 123* | 4 | -3 | x | 4 | -2 | 6 | 0.3
COc1ccc(NC(=O)CN(C)C(=O)c2sc3cc(Cl)ccc3c2Cl)cc1 | 31 | 28 | -2 | -11 | 9 | 0 | -31 | x | -2 | -2.3
CCC(=O)Nc1nc(-c2ccc3c(c2)OCCO3)cs1 | -19 | 70 | -1 | -4 | 0 | x | 19 | -16 | x | -0.4
COc1ccc(CNS(=O)(=O)c2cc(-c3cc(C)no3)ccc2OC)cc1OC | -26 | 7 | -12 | -9 | -4 | -2 | 26 | -7 | -3 | -2.0
O=C1NC(=O)/C(=C/c2ccc(OS(=O)(=O)c3ccc(F)cc3F)cc2)N1 | 3 | x | 3 | -17 | -10 | 0 | -3 | 17 | x | -3.1
CCn1c(COc2ccccc2)nnc1SCC(=O)Nc1cc(C)ccc1OC | 18 | -8 | 12 | -7 | -4 | x | -18 | x | x | -0.9
COc1ccc(C(=O)NC(=S)NC2CCCCC2)cc1 | 14 | 74 | -2 | -16 | -5 | 1 | -14 | -58 | 0 | -3.0
Cc1ccc(C(=O)NNC(=O)c2ccncc2)cc1C | 5 | -6 | 5 | -10 | -2 | -2 | -5 | 3 | x | -1.4
CCOC(=O)c1c(NC(=O)CSC(=S)N2CCOCC2)sc(C)c1C | 48 | 12 | -9 | -5 | -1 | -1 | -48 | -10 | -3 | -0.5
CC(C)N=C(Nc1ccccc1)c1cccnc1 | -1 | x | -4 | 1 | 0 | -3 | 1 | -43 | -2 | 0.0
O=C(Nc1nc2ccccc2[nH]1)c1ccc(F)c(S(=O)(=O)N2CCOCC2)c1 | -2 | 55 | 11 | -1 | -9 | 2 | 2 | -7 | 1 | -3.4
COc1cc(C(C(=O)NC2CCCC2)N(C(=O)Cc2cccs2)C2CC2)cc(OC)c1OC (stereo unspecified) | -22 | 11 | -3 | -12 | -6 | 8 | 22 | -2 | -1 | -0.4
CCN(CC)C(=O)C1CCN(S(=O)(=O)c2ccc(-n3cnnn3)cc2)CC1 | -13 | -9 | 6 | -5 | 6 | -3 | 13 | -74 | x | -0.4
Cc1cc(C)c2nc(NNC(=O)c3cc(-c4cccs4)nc4ccccc34)sc2c1 | 35 | -27 | -9 | -7 | -12 | x | -35 | -203 | 0 | -1.4
N#Cc1ccc(NCC(=O)Nc2ccc3c(c2)OCCO3)cc1 | -15 | 16 | -19 | -11 | -3 | 0 | 15 | -6 | x | -0.7
O=C(CSc1nnc(-c2cccnc2)o1)c1cc2ccccc2oc1=O | -7 | -23 | -8 | -1 | -8 | 0 | 7 | 5 | 1 | -0.6
CC(Sc1n[nH]c(=O)n1Cc1ccccc1)C(=O)NC1CCCCC1C (stereo unspecified) | -18 | 10 | 0 | 1 | -2 | -2 | 18 | x | -2 | -2.0
O=S(=O)(Nc1cccc(Br)c1)c1cccc2nsnc12 | -38 | x | 3 | 16 | -3 | -1 | 38 | -4 | 2 | -0.3
Cc1cc(Br)ccc1NC(=O)CNC(=O)CN1C(=O)NC2(CCCCCC2)C1=O | -8 | 7 | -12 | -3 | -5 | 11 | 8 | -33 | -12 | -1.7
Cc1nn(Cc2ccccc2)c(C)c1CNC(=O)[C@H](C)N=C1NS(=O)(=O)c2ccccc21 | 14 | -11 | 7 | -19 | -4 | 2 | -14 | x | 0 | -0.6
CCN(CC)S(=O)(=O)c1ccc(NN=C2CCN(C)CC2)c([N+](=O)[O-])c1 | 20 | 2 | 4 | -7 | -3 | x | -20 | -9 | x | -0.9

Full records from above. Order of screens: SR-BI HDL uptake, MITF act, Rtt109 Vps75, PvdQ acylase, dFosB activator, NSD2 HMT inh, SR-BI DiI-HDL act, PfHsp90 set2, CAL PDZ FP-1, CAL PDZ FP-2
N#Cc1ccc(NCC(=O)Nc2ccc3c(c2)OCCO3)cc1 in the list: -15, 16, -19, -11, -3, 0, 15, -6, x, -0.7
O=C1NC(=O)/C(=C/c2ccc(OS(=O)(=O)c3ccc(F)cc3F)cc2)N1 in the list: 3, x, 3, -17, -10, 0, -3, 17, x, -3.1

Remaining list, next part
SMILES | SR-BI HDL uptake | MITF act | Rtt109 Vps75 | PvdQ acylase | dFosB activator | NSD2 HMT inh | SR-BI DiI-HDL act | PfHsp90 set2 | CAL PDZ FP-1 | CAL PDZ FP-2
Cc1cc(C)c(S(=O)(=O)c2cccc(C)c2C)c(=O)[nH]1 | -12 | 6 | 0 | 5 | -7 | 1 | 12 | -20 | -7 | x
CCCC(C1=C(O)CC(C)(C)CC1=O)C1C(=O)CC(C)(C)CC1=O (stereo unspecified) | 21 | -10 | 5 | -14 | -1 | -1 | -21 | 7 | 5 | -3.4
COC(=O)c1cc(Cl)cc(Cl)c1OS(=O)(=O)N(C)C | 12 | -1 | x | -3 | -2 | 0 | -12 | -3 | -1 | -1.8
O=C(Cn1cc(C(F)(F)F)ccc1=O)N1CCCc2ccccc21 | 8 | 5 | 3 | -6 | 3 | 1 | -8 | x | x | 2.5
CCn1c(C(=O)N2CCCC(C(=O)NCCCc3ccccc3)C2)cc2sccc21 (stereo unspecified) | 38 | -19 | 11 | -9 | -8 | -1 | -38 | -5 | 1 | -2.4
O=C(NCC1(N2CCOCC2)CCCCC1)c1cccc(S(=O)(=O)N2CCc3ccccc3C2)c1 | 18 | 2 | 2 | -7 | 8 | 0 | -18 | -17 | -8 | -0.1
COc1cc(C)c(Br)cc1S(=O)(=O)NCc1ccncc1 | -24 | -25 | 4 | -3 | -4 | -6 | 24 | -5 | -6 | x
CCOC(=O)C(=NCCCN(C)C)NNc1ccc(Br)cc1 | -2 | 15 | x | 7 | -10 | 5 | 2 | 3 | -2 | -2.5
CC(=O)N1CCN(C(=O)c2ccc(Cl)c(S(=O)(=O)N3CC(C)OC(C)C3)c2)CC1 (stereo unspecified) | 28 | 0 | 11 | 2 | -1 | -2 | -28 | 3 | -7 | -1.2
O=C(NCC1CCCN(C(=O)CN2CCCCC2)C1)c1ccccc1Cl (stereo unspecified) | x | 17 | 35 | 4 | -6 | -4 | x | 7 | 5 | -2.6
O=C(O)c1c2c(nc3ccc(S(=O)(=O)N4CCC(C(=O)NCc5ccc(Cl)cc5)CC4)cc13)CCCC2 | -38 | -1 | 13 | -15 | -11 | 1 | 38 | 18 | -9 | -0.7
OCC[C@H]1C[C@H](O)[C@@H](O)[C@@]2(OCCCc3ccccc32)O1 | -15 | -5 | -6 | -16 | -1 | x | 15 | -38 | -1 | 0.6
CCOC(=O)C1(C)NC(c2ccccc2F)C2C(=O)N(c3cccc(C(C)=O)c3)C(=O)C21 (stereo unspecified) | -7 | 7 | 1 | -1 | 1 | -1 | 7 | -10 | -1 | 0.2
O=C(Nc1ncccc1Cl)c1ccccc1F | -24 | 5 | -1 | -8 | -7 | -1 | 24 | -21 | -2 | -0.2
COC(=O)c1c(NC(=O)c2ccccc2N(C)S(=O)(=O)c2ccccc2)sc2c1CCCC2 | 64 | -34 | 4 | -10 | -8 | -2 | -64 | 19 | -2 | -1.1
Cc1cc(C)nc(NS(=O)(=O)c2ccc(N/C=C\C(=O)c3ccc(Cl)cc3)cc2)n1 | -8 | -3 | -7 | -7 | -11 | x | 8 | -13 | -5 | -2.4
